# Screens as filed in PubChem BioAssay.
# LMPTP block: LMPTP (human) inhibition | recombinant LMPTP-A, OMFP fluorogenic substrate, fluorescence intensity | inhibition, % at 20 µM | 0.22% of 360,000 active;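 active = compounds that cut the enzyme signal by at least half of the control window in the single-dose screen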;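 also: plate controls were DMSO wells with enzyme plus substrate for no effect and substrate without enzyme for full effect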
# Target sequence (P24666 whole entry, looked up): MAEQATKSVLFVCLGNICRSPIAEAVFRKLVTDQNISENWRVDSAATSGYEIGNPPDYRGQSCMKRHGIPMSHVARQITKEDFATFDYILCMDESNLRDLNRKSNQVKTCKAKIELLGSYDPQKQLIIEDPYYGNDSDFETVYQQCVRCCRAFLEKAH
#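 Buffer or medium: Bis-Tris pH 6.0, DTT, detergent; Assay system: LMPTP-A enzyme; Quantity: 0.625 nM enzyme; Detection: endpoint fluorescence intensity; Times: 50 min dark incubation at room temperature; Controls: substrate-only low control, DMSO enzyme-plus-substrate high control; Doses: single 20 µM dose; Read-out: percent inhibition versus substrate-only and uninhibited controls; Reagent: 400 µM OMFP.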
# SUMO1 PPI mod: modulators of human SUMO1-mediated protein-protein interactions | P63165 | SUMO1 binding to a labelled peptide, TR-FRET, 1 h | inhibition, % at 20 µM | 0.33% of 360,000 active | AID 602429; in the data active = inhibition above about 37%
# DNMT1 inh: inhibitors of human DNMT1; 0.83% of 360,000 active; AID 588458; DNMT1 molecular beacon, Hinp1I cleavage, fluorescence; inhibition (reported as % activation of signal), % at 10 µM; P26358; in the data active = inhibition above about 50%
# NadD inh: inhibitors of Staphylococcus aureus NadD | inhibition, % at 20 µM | 0.78% of 360,000 active | purified NadD enzyme, colorimetric absorbance read-out; in the data active = inhibition above about 26%; also: some compounds past the cut are filed as inactive
# Scp-1 inhibitor: Scp-1 (human) phosphatase inhibition. Q9GZU7. inhibition, % at 20 µM. Recombinant Scp1, phosphopeptide, malachite green phosphate absorbance. 0.88% of 340,000 active;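 active = inhibition above about 50% at 20 µM, limit read from the data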;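 also: plate controls were DMSO wells with enzyme for no effect and wells lacking enzyme for full effect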
# Target sequence (Q9GZU7 76-261 limits assumed): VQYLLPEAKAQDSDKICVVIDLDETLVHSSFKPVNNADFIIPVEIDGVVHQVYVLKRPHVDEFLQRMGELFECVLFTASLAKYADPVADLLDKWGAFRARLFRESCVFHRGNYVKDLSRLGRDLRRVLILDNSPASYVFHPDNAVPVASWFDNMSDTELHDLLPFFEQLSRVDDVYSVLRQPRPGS
#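 Test system: SCP-1 phosphatase catalytic domain, residues 76-261; measured by: colorimetric phosphate reagent with accelerator and stabiliser, absorbance at 630 nm; timing: enzyme reaction 45 min at room temperature, colour 5 min, stabilisation 30 min; also added: Phosphorylated 17-residue peptide substrate; compound dosing: one concentration, 20 µM, with 1.0% DMSO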
# CSN inh: blocks human CSN-mediated cullin deneddylation. Purified CSN, SCF-Nedd8-OG deneddylation, fluorescence polarization. inhibition, % at 12.5 µM. 0.38% of 360,000 active;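 active = pattern-corrected inhibition above about 35%, with an unprinted fluorescence ratio check between 0.5 and 1.5, limit read from the data, passing the limit was not always enough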;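 also: 0% = enzyme with substrate and 100% = substrate without enzyme; some results filed as inactive read as strong as hits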
#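 Detection – fluorescence polarization · System – HEK293T-derived human Csn5 enzyme · Controls – substrate-only high control, full reaction low control · Timing – 90 min, room temperature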
# Tb MetRS inh: Trypanosoma brucei MetRS inhibition; purified T. brucei MetRS, ATP depletion, Kinase-Glo luminescence; inhibition, % at 11.9 µM; 0.4% of 360,000 active;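 active = inhibition above a per-plate cutoff of the control wells' mean inhibition plus 3 SD, cut at about 5.5% in these data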;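 also: 0% = DMSO wells median and 100% = median of wells with control inhibitor compound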
#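 System: purified T. brucei MetRS enzyme / Detection: Kinase-Glo luciferase luminescence reporting remaining unconsumed ATP / Medium: HEPES buffer with MgCl2, KCl, DTT, spermine, BSA, pyrophosphatase / Replication: singlicate, one well per compound / Evaluation: percent inhibition relative to median high and low control wells / Schedule: 2 h aminoacylation at 25 °C after 15 min preincubation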
# STEP inh: STEP (human) phosphatase inhibition; P54829; recombinant STEP, OMFP fluorogenic substrate, fluorescence; inhibition, % at 20 µM; 0.25% of 360,000 active; AID 588621;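 active = inhibition at 20 µM, scaled per plate between control wells, above about 37%, limit read from the data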;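 also: 0% = DMSO with enzyme and substrate and 100% = substrate only without enzyme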
# Target sequence (P54829 whole entry, looked up): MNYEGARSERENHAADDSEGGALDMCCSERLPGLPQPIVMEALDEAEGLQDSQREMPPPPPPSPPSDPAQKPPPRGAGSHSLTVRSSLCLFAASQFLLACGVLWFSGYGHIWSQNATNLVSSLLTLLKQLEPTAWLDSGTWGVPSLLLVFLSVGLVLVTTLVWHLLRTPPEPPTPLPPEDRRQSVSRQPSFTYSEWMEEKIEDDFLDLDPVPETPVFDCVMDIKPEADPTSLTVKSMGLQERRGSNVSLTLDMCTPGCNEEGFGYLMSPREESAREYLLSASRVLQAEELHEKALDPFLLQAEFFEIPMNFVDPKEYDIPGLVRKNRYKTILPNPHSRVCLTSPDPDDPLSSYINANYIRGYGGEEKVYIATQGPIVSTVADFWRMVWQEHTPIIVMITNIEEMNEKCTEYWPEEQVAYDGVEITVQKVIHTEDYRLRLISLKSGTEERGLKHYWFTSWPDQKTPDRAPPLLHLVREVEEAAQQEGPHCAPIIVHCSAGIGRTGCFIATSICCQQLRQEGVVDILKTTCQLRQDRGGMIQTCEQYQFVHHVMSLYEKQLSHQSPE
#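 System: isolated STEP enzyme; schedule: 20 min enzyme reaction at room temperature, protected from light; medium: Bis-Tris buffer pH 6.0, 2.5 mM DTT, 0.005% Tween 20; signal: fluorescence, 480/540 nm; dosing: single compound dose of 20 µM, 1% DMSO final; also added: OMFP substrate, 25 µM final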
# PABP1 MLLE inh: blocks PAM2 peptide binding to the PABP1 MLLE domain. AID 588489. P11940. inhibition, % at 20 µM. GST-MLLE / FITC-PAM2 fluorescence polarization. 0.36% of 360,000 active; in the data active = inhibition above about 35%, passing the limit was not always enough;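 also: plate controls were DMSO wells with GST-MLLE for no effect and wells lacking GST-MLLE protein for full effect; some results filed as inactive read as strong as hits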
# Rpn11 block: inhibitors of human proteasome Rpn11; calls only at 20 µM; human 26S proteasome, Ub4-pepOG fluorescence polarization; 20S core pre-blocked with epoxomicin; 0.59% of 360,000 active; O00487;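 active = inhibition at 20 µM, scaled to each plate's controls, above about 33%, limit read from the data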
# The depositor's hits bear a star; i = inactive; & = joins results of further samples.
SMILES,LMPTP block,SUMO1 PPI mod,DNMT1 inh,NadD inh,Scp-1 inhibitor,CSN inh,Tb MetRS inh,STEP inh,PABP1 MLLE inh,Rpn11 block
COC(=O)CSc1[nH]c2ccc(F)cc2c1[N+](=O)[O-],-1.1,-28.8,-0.1,-2.0,-5.6,1.6,0.5,-1.4,28.5,i
CN(C(=O)c1ccccc1OCc1ccc(Cl)cc1)c1ccccc1,0.8,0.3,1.0,-2.0,-6.9,-1.1,-0.5,0.5,-6.3,i
O=C(NCc1cccnc1)c1ccccc1NC(=O)c1c(F)cccc1F,0.7,-0.9,1.3,0.2,-4.6,-3.9,-0.3,-2.6,-1.1,i
CC(C)(C)C(=O)Cn1ncc(N2CCOCC2)c(Cl)c1=O,-0.2,5.3,3.4,-3.2,-7.1,-0.1,-0.5,-1.1,-0.5,i
Cc1cc(C)c(-c2cc(NC(=O)COC(=O)c3ccc(C#N)cc3)n(-c3ccccc3)n2)cc1C,3.8,1.3,-5.1,15.5,-5.6,-3.4,0.3,1.1,-12.1,i
C=C(C)Cn1c(NCCC)nc2c1c(=O)n(C)c(=O)n2C,-0.4,0.3,2.9,-7.4,-6.6,4.2,-0.4,-3.2,-3.8,i
CCN=C1S/C(=C\c2cc(Br)ccc2OCC(=O)OCC)C(=O)N1CC,1.3,-8.1,-0.5,-3.8,1.5,-0.1,-0.3,4.8,-1.9,i
C=CCC1(CC=C)CCCN1C(=O)c1cc(COc2cccc(C(F)(F)F)c2)on1,4.2,3.5,2.7,16.6,-7.8,1.9,-0.8,-0.6,-10.1,i
O=C(N/C(=C\c1cccnc1)C(=O)N1CCOCC1)c1ccco1,-0.9,4.0,1.3,2.0,-0.8,2.2,-0.2,-1.1,-4.8,i
Cc1cccc(NC(=O)CN2C(=O)S/C(=C\C(=O)Nc3ccc(Cl)cc3)C2=O)c1,-2.3,-0.8,22.6,1.9,9.2,-6.4,-1.1,-1.6,-13.5,i
COc1ccc(C(CC(=O)O)NC(=O)Cc2ccccc2)cc1 (stereo not drawn),-0.3,-2.7,6.8,-0.8,-6.1,-0.6,0.5,-0.7,10.7,i
Cc1cc(C)c(S(=O)(=O)N2CCN(C(=O)c3c(C)nn(-c4ccccc4)c3Cl)CC2)c(C)c1,3.7,0.4,-6.9,-0.7,-1.7,4.9,0.1,2.2,-11.9,i
CCOc1ncccc1C(=O)OCC(=O)Nc1ccc(Cl)cn1,0.3,-0.6,-2.3,1.8,-5.0,-0.2,0.1,2.3,3.8,i
Cn1c(SCC(=O)C(C)(C)C)nnc1-c1ccncc1,-0.7,-2.6,-0.9,-4.6,-3.9,-1.6,1.0,-2.7,-6.5,i
CCOC(=O)C1CCCN(C(=O)Cn2nc(CC)n3c(cc4sccc43)c2=O)C1 (stereo not drawn),-1.1,-8.3,1.7,1.9,-8.5,-0.9,0.6,-0.2,-1.3,i

# Part of the list above, reduced to NadD inh and CSN inh.
mol | NadD inh | CSN inh
O=C(NCc1cccnc1)c1ccccc1NC(=O)c1c(F)cccc1F | 0.2 | -3.9
CC(C)(C)C(=O)Cn1ncc(N2CCOCC2)c(Cl)c1=O | -3.2 | -0.1

# Continuation:
SMILES,LMPTP block,SUMO1 PPI mod,DNMT1 inh,NadD inh,Scp-1 inhibitor,CSN inh,Tb MetRS inh,STEP inh,PABP1 MLLE inh,Rpn11 block
COC(=O)c1ccccc1NC(=O)C1CC(=O)N(c2ccc(C)c(C)c2)C1 (stereo not drawn),0.1,1.5,3.3,-7.0,-2.2,-1.9,0.6,-1.7,-2.0,i
CN(C(=O)CSc1nnc(Nc2ccccc2)s1)c1c(N)n(Cc2ccccc2)c(=O)[nH]c1=O,-0.7,1.0,0.9,4.9,-11.9,-0.7,1.5,5.8,-55.1,i
O=C(NCc1ccccc1C(F)(F)F)c1cccc2c1C(=O)c1ccc(N3CCCCC3)cc1S2(=O)=O,1.4,3.4,36.6,21.8,-0.2,8.8,-0.3,0.9,-4.5,i
N#Cc1c(NC(=O)CN2CCCCC2)sc2c1CCC2,-0.9,9.6,16.6,11.4,-0.5,6.2,-0.6,0.1,23.9,i
Cc1ccc(S(=O)(=O)CC(=O)Nc2ccc(S(=O)(=O)Nc3ccccn3)cc2)cc1,0.0,-1.8,-5.2,-4.8,-5.4,9.5,2.1,-2.9,17.6,i
O=C(CSc1nnc(COc2ccccc2)n1Cc1ccco1)Nc1ccc2c(c1)OCCO2,0.8,8.3,-3.9,-4.9,-1.3,-2.2,-1.1,-2.9,5.3,i
Cc1cc[n+](CC2OCc3ccccc3CO2)cc1,0.2,2.7,-5.9,-4.3,-7.7,1.5,0.1,8.3,-12.0,i
Cc1ccc(OCc2nc(-c3cccs3)no2)c([N+](=O)[O-])c1,1.0,-9.6,1.3,-10.5,-10.9,-7.9,0.0,-0.6,4.4,i
Cc1cccc(C)c1NC(=O)c1ccc([N+](=O)[O-])s1,-1.0,-30.1,-4.5,8.0,-2.7,1.8,-0.3,-0.3,0.0,i
COc1cccc(CN2CCN(Cc3cccc(Oc4ccccc4)c3)CC2)c1OC,-2.1,2.9,1.6,-9.8,-1.6,-1.9,-1.3,0.5,7.9,i
Cc1ccc(-n2c(C)cc(/C=N/NC(N)=S)c2C)cc1,4.5,-4.1,-6.6,14.2,-4.6,1.7,-0.5,-0.3,-46.8,i
CCn1ncc(C(=O)Nc2ccc([N+](=O)[O-])cc2OC)c1C,1.2,-23.3,1.5,1.1,-10.9,-4.5,-0.5,3.0,-4.5,i
CC(C)(C)c1cc(N)n2nc(C(C)(C)C)cc2n1,-1.1,2.2,0.9,-7.7,-8.1,-1.5,-0.3,-2.4,-10.8,i
CCOc1ccc(S(=O)(=O)N/N=C(\C)c2ccc(OC)cc2OC)cc1,1.9,-3.4,0.8,-3.2,0.7,-0.2,-0.4,-0.3,11.4,i
Cc1cccc(C)c1NC(=O)C1(NC(=O)Cn2cccc([N+](=O)[O-])c2=O)CCCCC1,-1.6,-9.9,7.2,0.7,8.0,-11.1,-0.8,-3.3,19.0,i

# Given with values under each structure: part of the list above
# Screens in order: LMPTP block, SUMO1 PPI mod, DNMT1 inh, NadD inh, Scp-1 inhibitor, CSN inh, Tb MetRS inh, STEP inh, PABP1 MLLE inh, Rpn11 block
Cc1ccc(OCc2nc(-c3cccs3)no2)c([N+](=O)[O-])c1
    1.0, -9.6, 1.3, -10.5, -10.9, -7.9, 0.0, -0.6, 4.4, i
Cc1cccc(C)c1NC(=O)c1ccc([N+](=O)[O-])s1
    -1.0, -30.1, -4.5, 8.0, -2.7, 1.8, -0.3, -0.3, 0.0, i
COc1cccc(CN2CCN(Cc3cccc(Oc4ccccc4)c3)CC2)c1OC
    -2.1, 2.9, 1.6, -9.8, -1.6, -1.9, -1.3, 0.5, 7.9, i
Cc1ccc(-n2c(C)cc(/C=N/NC(N)=S)c2C)cc1
    4.5, -4.1, -6.6, 14.2, -4.6, 1.7, -0.5, -0.3, -46.8, i
CCn1ncc(C(=O)Nc2ccc([N+](=O)[O-])cc2OC)c1C
    1.2, -23.3, 1.5, 1.1, -10.9, -4.5, -0.5, 3.0, -4.5, i

# Next section.
SMILES,LMPTP block,SUMO1 PPI mod,DNMT1 inh,NadD inh,Scp-1 inhibitor,CSN inh,Tb MetRS inh,STEP inh,PABP1 MLLE inh,Rpn11 block
CCCn1c(SCC(=O)N2CCCCC2)nnc1C(C)C,-0.3,0.0,-0.6,-8.1,-1.3,-10.0,-0.7,-4.3,-8.3,i
COc1cc(OC)c(S(=O)(=O)NCc2ccco2)cc1S(=O)(=O)NCc1ccco1,-1.9,-1.6,1.2,-0.4,2.6,-0.4,-1.3,-5.3,-1.7,i
COc1ccc(-c2cc(-c3cccs3)c(C#N)c(SCC(=O)NCc3ccccc3)n2)cc1,-1.3,0.4,24.6,6.7,-2.2,1.8,-1.9,3.6,6.2,i
O=C1c2ccccc2NC(c2ccccc2)N1/N=C/c1ccccc1 (stereo not drawn),0.2,-4.9,-6.1,-0.1,-4.3,7.9,-0.6,-10.8,7.9,i
N#Cc1cc2nc(O)c(O)nc2cc1[N+](=O)[O-],0.8,-13.2,-0.5,1.8,34.2,0.6,-0.8,0.3,3.5,i
O=c1[nH]cnc2scc(-c3ccccc3)c12,0.3,-5.9,-1.4,0.2,6.2,-0.4,-0.7,-0.7,0.8,i
Cc1ccc(-n2c(-c3ccncc3)n[nH]c2=S)c(C)c1,-1.3,-1.3,2.0,2.0,49.5,1.9,-1.4,-2.7,-14.7,i
CCOc1cc(C(=O)NCc2ccc(F)cc2)ccc1OCC(=O)N1CCCCC1,0.0,3.8,2.3,-5.3,-4.8,-5.5,-0.2,-1.7,2.1,i
Cc1ccccc1OCCn1cc(/C(N)=N/O)c2ccccc21,-0.1,-3.4,12.6,-2.0,0.2,0.7,-1.4,-0.8,-20.1,i
Cc1cc(C)cc(N(C(C)C(=O)NCc2ccc3c(c2)OCO3)S(C)(=O)=O)c1 (stereo not drawn),-0.4,3.1,0.9,-1.6,-4.7,6.5,0.4,2.7,-2.5,i
CCC1CCCCN1C(=O)c1ccc([N+](=O)[O-])o1 (stereo not drawn),-1.7,-30.4,0.9,-11.6,1.4,4.9,-0.2,-0.4,4.9,i
CN(Cc1cnc2nc(N)nc(N)c2n1)c1ccc(C(=O)N[C@@H](CCC(=O)O)C(=O)O)cc1,7.1&3.0,7.4&-9.3,-1.5&-6.7,2.0&2.4,-1.2&1.3,-4.5&-6.8,1.5&-1.6,-1.5&-0.1,-13.1&8.8,i
